# tim23-1 inh: inhibits growth of tim23-1 mutant yeast. inhibition, % at 20 µM. 330,000 compounds, 1.3% hits. S. cerevisiae tim23-1 growth, BacTiter-Glo luminescence, 24 h. AID 463212;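 active means growth inhibition of the mutant yeast at or above 50%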;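 further: temperature-sensitive mutant grown at 25 °C; plate controls were DMSO-treated mutant yeast for no effect and medium wells lacking yeast for full effect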
# CXCR6 block: inhibitors of human CXCR6 receptor. CHO-K1 PathHunter CXCR6 beta-arrestin, luminescence. inhibition, % at 20 µM. O00574. 360,000 compounds, 0.36% hits. AID 602244; in the data active means inhibition above about 34%, passing the limit was not always enough;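 further: antagonist mode with CXCL16 agonist at 10 nM final; 0% = 10 nM CXCL16 with DMSO and 100% = unstimulated wells without agonist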
# Target sequence (O00574 whole entry, looked up): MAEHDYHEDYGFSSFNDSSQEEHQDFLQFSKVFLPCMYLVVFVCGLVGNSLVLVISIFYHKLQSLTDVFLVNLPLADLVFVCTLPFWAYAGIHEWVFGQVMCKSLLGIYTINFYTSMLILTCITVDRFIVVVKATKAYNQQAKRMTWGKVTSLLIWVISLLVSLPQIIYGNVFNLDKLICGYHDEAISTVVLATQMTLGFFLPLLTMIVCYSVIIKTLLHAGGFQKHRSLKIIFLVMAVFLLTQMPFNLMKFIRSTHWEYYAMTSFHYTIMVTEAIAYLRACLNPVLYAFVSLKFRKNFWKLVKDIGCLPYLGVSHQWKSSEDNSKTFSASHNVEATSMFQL
# UPR XBP1 act: activators of adaptive arm of unfolded protein response (XBP1); CHO-XBP1 luciferase reporter, IRE1-XBP1 UPR activation, luminescence; percent of tunicamycin response, DMSO as zero; activation, % at 20 µM; 330,000 compounds, 0.33% hits; AID 463104;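 active means versus positive control, 20 µM dose yields 30% or more activation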;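 further: 100% = tunicamycin at 10 µg/mL and 0% = DMSO only wells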
#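 assay system = CHO-XBP1 luciferase reporter cells | amount = 1000 cells/well | buffer or medium = F12 plus 10% FBS | compound dosing = single point, 20 µM final compound, 1% DMSO | incubation = 16-18 h cell attachment at 37 °C, then 6 h compound exposure | detection = Steady-Glo luminescence read | controls = tunicamycin 10 µg/mL and vehicle-only wells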
# Mdm2-MdmX inh: inhibitors of human Mdm2/MdmX interaction; O15151+Q00987; SaOS-2 split-luciferase Mdm2/MdmX complementation, luminescence; inhibition, % at 8 µM; 330,000 compounds, 3% hits;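 active means inhibition of at least 50% at 8 µM in the primary screen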
# APJ antag: blocks the human apelin receptor APJ; CHO-K1 APJ beta-arrestin complementation, luminescence; inhibition, % at 20 µM; 330,000 compounds, 0.32% hits; AID 2521;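 active means inhibition above about 40% at 20 µM, limit read from the data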;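 further: cells challenged with 10 nM apelin-13 agonist together with compound; plate controls were apelin-13 plus DMSO wells for no effect and DMSO wells lacking apelin-13 for full effect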
# Target sequence (P35414 whole entry, looked up): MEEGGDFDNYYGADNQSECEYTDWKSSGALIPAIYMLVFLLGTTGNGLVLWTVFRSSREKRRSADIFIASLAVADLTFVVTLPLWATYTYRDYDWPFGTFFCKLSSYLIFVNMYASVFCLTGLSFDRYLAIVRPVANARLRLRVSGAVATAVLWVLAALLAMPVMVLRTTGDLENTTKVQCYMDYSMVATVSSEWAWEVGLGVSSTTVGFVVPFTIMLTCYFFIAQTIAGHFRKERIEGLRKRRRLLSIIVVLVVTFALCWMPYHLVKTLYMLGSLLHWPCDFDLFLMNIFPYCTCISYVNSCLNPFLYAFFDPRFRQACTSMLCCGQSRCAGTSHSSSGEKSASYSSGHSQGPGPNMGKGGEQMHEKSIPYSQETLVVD
# EBI2 antag: blocks human EBI2 receptor beta-arrestin signaling | P32249 | EBI2 beta-arrestin recruitment, luminescence, 7a,25-OHC stimulated | inhibition, % at 5 µM | 360,000 compounds, 0.81% hits | AID 651636; in the data active means inhibition above about 38%;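 further: enzyme fragment complementation signal reports receptor beta-arrestin coupling in cells; 0% = agonist plus DMSO wells and 100% = wells without agonist; some results beyond the cut were filed as inactive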
# Target sequence (P32249 whole entry, looked up, the tested form may be a part): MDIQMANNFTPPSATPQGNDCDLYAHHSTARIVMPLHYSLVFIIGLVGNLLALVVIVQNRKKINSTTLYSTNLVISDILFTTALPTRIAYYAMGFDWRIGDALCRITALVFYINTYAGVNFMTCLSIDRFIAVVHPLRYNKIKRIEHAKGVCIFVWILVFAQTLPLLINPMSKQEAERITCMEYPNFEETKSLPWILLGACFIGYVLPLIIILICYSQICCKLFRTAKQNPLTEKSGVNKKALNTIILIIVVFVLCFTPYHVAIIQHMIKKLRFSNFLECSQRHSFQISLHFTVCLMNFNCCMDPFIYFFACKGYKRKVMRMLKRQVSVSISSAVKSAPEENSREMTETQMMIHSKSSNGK
# APJ agonist: agonists of human APJ apelin receptor. AID 2520. 330,000 compounds, 0.11% hits. activation, % at 20 µM. CHO-K1 APJ PathHunter beta-arrestin, luminescence; 0% DMSO wells, 100% apelin;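 active means activation more than six SD over the plate average, tested at 20 µM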;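 further: 0% = DMSO alone and 100% = apelin-13 at 10 nM; some results filed as inactive read as strong as hits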
#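 Test system – PathHunter CHO-K1 APJ (AGTRL-1) beta-arrestin reporter cells · Input – 1000 cells/well · Compound – single test compound dose, 20 µM final, 1% DMSO · Times – compound stimulation 90 min at 25 °C, detection 60 min · Technique – beta-gal luminescence · Read-out basis – APJ–arrestin association signal · Control set – negative DMSO alone, positive Apelin-13 at 10 nM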
# UPR CHOP act: apoptotic UPR (CHOP) activation; 330,000 compounds, 0.34% hits; activation, % at 10 µM; CHO-CHOP luciferase reporter, luminescence; percent of tunicamycin response over DMSO baseline;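 active means at 10 µM dose, activation of 40% or more, normalized to positive control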;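 further: 100% = tunicamycin at 10 µg/mL and 0% = DMSO alone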
#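 Dosing – one dose, 10 µM in 0.5% DMSO · System – CHO-CHOP cells, stable luciferase reporter of PERK-eIF2a-CHOP signalling · Input – 500 cells/well · Control set – tunicamycin 10 µg/mL final as positive, DMSO-only wells as negative · Timing – 6 h compound treatment, 37 °C · Measure – % activation vs tunicamycin · Technique – luminescence read with Steady-Glo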
# CCR6 antagonist: antagonists of human CCR6 receptor. P51684. CHO-K1 CCR6 PathHunter beta-arrestin, luminescence, CCL20-stimulated. inhibition, % at 20 µM. 340,000 compounds, 0.49% hits. AID 493098;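 active means compounds whose inhibition of the agonist-driven luminescence signal at 20 µM reaches about 50%, limit read from the data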;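 further: cells stimulated with CCL20 at 14 nM final; plate controls were DMSO with CCL20 for no effect and DMSO without agonist for full effect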
# Active calls of the source: *. Some of the compounds tested. The share of hits here may be higher or lower than overall.
Compound	EBI2 antag	CXCR6 block	APJ antag	UPR CHOP act	tim23-1 inh	Mdm2-MdmX inh	CCR6 antagonist	UPR XBP1 act	APJ agonist
Cc1nc2ccccc2n1CC(O)COC1CCCCC1 (configuration not stated)	-6	-7	9	-2.4	14	18	-6	-2	1
Cc1ccc(/C(N)=N/OC(=O)c2ccc(F)cc2)cc1	6	-19	-10	4.6	68*	59*	12	-1	9
O=S1(=O)CCC(NC(=S)N2CCCCCC2)C1 (configuration not stated)	-6	-1	11	0.8	6	12	0	-6	-2
NS(=O)(=O)c1ccc(CCNCC(=O)NCc2ccccc2Cl)cc1	8	-1	-2	1.1	11	5	20	-4	-3
Cn1c(=O)[nH]c(=O)c2c1nc(N1CCOCC1)n2CC(O)COc1ccccc1 (configuration not stated)	-9	-13	2	-1.8	3	-24	1	-5	-3
COc1ccc(Cl)cc1NC(=O)Nc1cc(C)on1	11	-6	-51	2.5	11	9	9	-1	-7
CCO[C@@H]1OC(C(=O)N2CCN(Cc3ccccc3)CC2)=C[C@H](c2csc3ccccc23)[C@H]1CCCO	27	23	12	-2.1	30	43	20	0	-4
O=C(C1COc2ccccc2O1)N1CCN(S(=O)(=O)c2ccccc2)CC1 (configuration not stated)	11	0	4	-0.9	-2	9	1	-4	-6
Cc1ccc(C(=O)NCCNc2ccc([N+](=O)[O-])cc2C(F)(F)F)cc1	6	-9	16	-2.2	4	10	16	-6	1
CN1CCN(c2c(/C=N/O)c3ccccc3n2C)CC1	-6	-7	6	-0.7	20	-16	5	-6	-4
COCCNC(=O)CCCN1C(=O)c2ccccc2Sc2ncccc21	-5	-16	-1	-0.1	3	-5	4	-5	-1
O=C(CNc1ccccc1F)Nc1cccc2ccccc12	8	10	0	1.2	25	25	8	1	-2
COC(=O)c1cccc(NC(=O)NC(=O)c2ccc(Cl)cc2)c1	0	2	1	14	-5	69*	-12	11	-3
CCC(=O)Nc1nnc(S(=O)(=O)N(CC)c2ccc(OC)cc2)s1	-3	4	16	-0.5	-7	24	6	0	-1
CC(Sc1ncc(C(F)(F)F)cc1Cl)C(=O)NC(N)=O (configuration not stated)	-10	1	7	-0.9	-5	14	-14	0	0
CCCC(CCC)=NNC(=O)CN(Cc1ccccc1)S(=O)(=O)c1ccccc1	-7	6	-16	0.4	7	-14	14	-1	0
Nc1cccc(-c2nc3ccccc3[nH]2)c1	-9	-8	17	2.6	10	-50	-5	-1	-3
Cc1ccccc1-c1nc2sc(-c3ccccc3)cc2c(=O)o1	11	9	23	0.9	19	15	15	1	-4
O=C(C1CC=CCC1)N1CCN(S(=O)(=O)c2ccc(F)cc2)CC1 (configuration not stated)	3	-6	9	-0.2	5	-10	2	-1	-5
CC(NC(=O)C(C)N1C(=O)c2cccc([N+](=O)[O-])c2C1=O)c1ccccc1 (configuration not stated)	5	-4	5	2.2	16	8	8	-2	-2
CCC(=O)N=c1n(C)c2ccccc2n1CCOc1ccccc1	-12	0	-5	0.2	11	-14	-11	4	-1
COCCCNC(=S)NC1CC2CCC(C1)N2Cc1ccccc1 (configuration not stated)	8	10	3	-0.3	-5	-20	0	-1	-1
COC(=O)c1ccc(NC(=O)c2ccccc2)o1	1	5	-6	4.6	-3	-7	9	0	-2
CC1SC(C)C(=O)N(CC(=O)Nc2ccc3c(c2)OCO3)C1=O (configuration not stated)	-10	-3	5	-0.4	-8	1	-5	1	-2
Cc1ccc(C)c(NC(=O)COC(=O)c2ccc[n+]([O-])c2)c1	9	0	8	-0.2	-6	18	-6	0	-5
CCc1cccc(CC)c1NC(=O)COC(=O)c1ccccc1-c1nc2ccccc2s1	22	10	15	-4.1	26	26	24	-2	-5
CSc1cccc(NC(=S)N2CCCN(Cc3ccccc3F)C2)c1	2	0	-1	0.0	1	-6	4	0	-1
CCC1=C(c2ccc(C)cc2)S(=O)(=O)N=C1N1CCC(C(=O)NCCCN2CCCCC2C)CC1 (configuration not stated)	-8	-9	-13	-1.1	-5	5	-4	-4	-3
CC1(C)CCCC2=C1CC1C(=O)N(Cc3cccnc3)C(=O)C1C2 (configuration not stated)	-5	0	6	-1.1	34	14	0	1	-3
COc1ccc([N+](=O)[O-])cc1NC(=O)C(C)OC(=O)Cn1[nH]c(=O)c2ccccc2c1=O (configuration not stated)	2	5	24	0.6	-6	4	1	-4	0

# Two neighbouring records out of the list so far, for reference:
Compound	EBI2 antag	CXCR6 block	APJ antag	UPR CHOP act	tim23-1 inh	Mdm2-MdmX inh	CCR6 antagonist	UPR XBP1 act	APJ agonist
Cc1nc2ccccc2n1CC(O)COC1CCCCC1 (configuration not stated)	-6	-7	9	-2.4	14	18	-6	-2	1
Cc1ccc(/C(N)=N/OC(=O)c2ccc(F)cc2)cc1	6	-19	-10	4.6	68*	59*	12	-1	9

# (continued)
Compound	EBI2 antag	CXCR6 block	APJ antag	UPR CHOP act	tim23-1 inh	Mdm2-MdmX inh	CCR6 antagonist	UPR XBP1 act	APJ agonist
CS(=O)(=O)Nc1ccccc1C(=O)NCCSCc1ccccc1	-8	4	4	0.0	6	-1	-4	0	-2
COc1ccc(C(=O)NCCc2nnc3ccc(SCC(=O)NCCc4ccc(OC)c(OC)c4)nn23)cc1	-3	-6	0	-0.3	-10	13	2	-4	10
CCOc1ccc(C(=O)NC(=S)NCc2cccnc2)cc1[N+](=O)[O-]	5	2	-37	-0.4	6	16	15	-1	-1
Clc1ccc(Cl)c(-c2ccc(/C=N/c3ncn[nH]3)o2)c1	-8	0	-1	3.2	33	-10	6	0	-1
Cn1cc(/C=N\O)nc2c(=O)n(-c3ccccc3)c(=O)nc1-2	-7	-9	2	0.4	4	-4	10	1	-2
CNc1oc(-c2ccccc2)nc1S(=O)(=O)c1ccc(C)cc1	1	9	-6	-0.9	32	6	0	-1	11
Cc1cc(C)n2nc(SCCOc3ccccc3)nc2n1	0	3	-6	1.1	28	10	15	1	-3
O=C(Nc1ccc2ccccc2c1)N1CCN(c2ncccc2C(F)(F)F)CC1	7	2	-14	0.5	40	9	5	-2	12
O=C(NC1CCCCC1)N1CCNCC1	-7	-4	4	-0.6	10	15	10	-3	-2
CC(Oc1ccccc1)C(=O)N=C1SC2CS(=O)(=O)CC2N1c1ccc(F)cc1 (configuration not stated)	-3	8	-13	-0.8	10	13	12	-5	-2
CC(=O)Nc1ccc(S(=O)(=O)NCc2nc(-c3ccccc3C)no2)cc1	-1	-2	-21	-0.2	13	-20	12	-2	2
c1ccc(-n2nnnc2Sc2n[nH]c(-c3ccncc3)n2)cc1	-18	-5	6	-0.4	11	-3	-2	0	-2
COc1ccc(CC(=O)OCC(=O)c2ccc(F)cc2)cc1	2	1	8	0.8	23	10	2	1	-4
Cc1ccccc1NC(=S)N(CCN(C)C)C(C)c1ccccn1 (configuration not stated)	-7	-5	-17	0.8	-5	-8	-5	-2	-6
O=C(O)/C=C/C(=O)NNc1ccc([N+](=O)[O-])cc1	-17	15	4	0.0	-19	24	16	-4	-4
CSCC[C@H](N)C(=O)N1CCC(C(=O)N[C@H](C)C(=O)NC(C)c2ccccc2)CC1 (some centres not stated)	-4	-1	5	-1.5	3	10	1	-3	-3
COc1ccc(CC(=O)Nc2nc(-c3ccc(F)c(F)c3)cs2)cc1	11	7	0	0.6	26	27	12	3	-2
COCCCNC(=O)c1cc(Sc2nnc(C)s2)nc2ccccc12	-15	-14	-11	1.5	3	2	10	2	-7
Cc1cccc(NC(=O)CSCC(=O)NCc2ccco2)c1	0	3	-7	-0.6	-1	19	3	-8	-2
COc1nc2c(c(-c3cc(Br)cs3)c1C#N)Cc1ccccc1-2	7	4	-4	-0.9	3	25	4	-3	-5
Cc1ccc(NC(=O)Cn2ncc3c([nH]c4ccccc43)c2=O)cc1Cl	-3	-3	-6	-1.6	-2	13	6	-2	-2
CCN1CCN(C(=O)/C(C#N)=C/c2ccc(OC(F)F)cc2)CC1	5	-2	6	-0.2	-12	15	8	-3	-4
Cc1nn(-c2ccccc2)c(C)c1N	-15	2	-6	-1.9	7	4	-5	3	-2
Cc1ccc(CNc2ccccc2C(=O)O)s1	-8	-2	15	1.9	15	11	7	-3	-3
COc1ccc(CNC(=S)Nc2ccc(-c3ccccc3)cc2)cc1	12	-2	-17	3.2	16	21	6	1	2
Cc1cc(NC(=O)c2ccc(C)c([N+](=O)[O-])c2)no1	0	-6	1	2.7	-2	-27	3	-4	-2
CC(=O)Cc1nsc(NC(=O)c2ccc(-c3ccc(Cl)cc3Cl)o2)n1	20	12	7	1.3	57*	10	2	1	1
CC(=O)C(C)Oc1ncn(-c2ccccc2)n1 (configuration not stated)	-3	-11	14	3.0	-2	-5	3	4	-2
CCc1ccc(NC(=O)CSc2nc3ccsc3c(=O)n2CCC(=O)O)cc1	6	-5	1	0.0	-11	7	5	-6	-4
c1ccc(-n2cc(CNCCc3cscn3)c(-c3ccc4c(c3)OCO4)n2)cc1	9	2	-5	0.2	19	15	11	8	-4

Compound	EBI2 antag	CXCR6 block	APJ antag	UPR CHOP act	tim23-1 inh	Mdm2-MdmX inh	CCR6 antagonist	UPR XBP1 act	APJ agonist
CCOC(=O)c1sc(NC(=O)CSc2nnc(-c3ccc(OC)cc3)n2CCOC)nc1C	8	3	-3	-2.0	17	11	-4	-1	-4
O=C(/C=C/c1c(Cl)cccc1Cl)NCCc1ccccc1	7	4	0	1.3	13	8	-7	6	1
CCOc1ccccc1NC(=O)COC(=O)CC(NC(N)=O)c1ccc(Cl)cc1 (configuration not stated)	0	-3	2	1.4	-5	12	1	0	-3
COc1ccc(-c2sc3ccccc3c2C#Cc2cncn2C)cc1	9	-5	12	0.6	30	38	-2	3	-2
O=[N+]([O-])c1cc(-c2ccc(/C=N/c3nc4ccccn4c3-c3ccco3)o2)ccc1Cl	-10	7	-36	18	6	39	1	101*	4
O=C(CCc1nc2ccccc2c(=O)[nH]1)Nc1ccc(F)c([N+](=O)[O-])c1	-13	-1	2	-2.8	3	21	-6	-1	2
CCOc1cc(C(c2c(C)[nH][nH]c2=O)c2c(C)[nH][nH]c2=O)ccc1OS(=O)(=O)c1ccc(C)cc1	6	2	15	-0.7	11	10	12	3	-2
CCCN(CCO)CCCc1ccccc1	-14	6	-24	-0.7	3	-4	10	-3	-4
O=C(NC(c1ccccc1)c1ccccc1)C1(c2cccs2)CCOCC1	-1	10	12	5.3	28	-16	20	-2	0
Cc1cccc(Sc2c([N+](=O)[O-])ncn2C)c1	-48	2	4	-0.8	20	-10	4	3	-3
COc1ccc(C(O)(CCN2CCOCC2)c2ccccc2)cc1 (configuration not stated)	-11	4	3	-1.4	9	-27	9	1	-1
